# STEP block: inhibitors of human striatal-enriched phosphatase STEP; recombinant STEP, OMFP fluorogenic substrate, fluorescence; inhibition, % at 20 µM; 360,000 tested, 0.25% active;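 active = inhibition at 20 µM, scaled per plate between control wells, above about 37%, limit read from the data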;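 also: 0% = DMSO with enzyme and substrate and 100% = substrate only without enzyme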
# Target sequence (P54829 whole entry, looked up): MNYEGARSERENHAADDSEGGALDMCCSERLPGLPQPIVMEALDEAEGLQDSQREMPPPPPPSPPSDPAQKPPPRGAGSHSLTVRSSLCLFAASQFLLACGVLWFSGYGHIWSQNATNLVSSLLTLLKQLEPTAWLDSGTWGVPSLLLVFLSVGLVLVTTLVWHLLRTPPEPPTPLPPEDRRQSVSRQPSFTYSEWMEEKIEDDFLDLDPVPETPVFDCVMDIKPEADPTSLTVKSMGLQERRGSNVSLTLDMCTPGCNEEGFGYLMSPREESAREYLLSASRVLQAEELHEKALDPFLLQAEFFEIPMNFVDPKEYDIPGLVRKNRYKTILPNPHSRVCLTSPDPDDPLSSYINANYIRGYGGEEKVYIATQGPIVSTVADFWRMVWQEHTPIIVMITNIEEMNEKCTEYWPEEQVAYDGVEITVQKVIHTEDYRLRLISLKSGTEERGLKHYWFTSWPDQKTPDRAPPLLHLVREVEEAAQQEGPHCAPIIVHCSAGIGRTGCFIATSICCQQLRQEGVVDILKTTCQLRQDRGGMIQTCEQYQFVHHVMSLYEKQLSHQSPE
#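 Assay system: isolated STEP enzyme / Timing: 20 min at room temperature, dark / Doses: 20 µM, 1% DMSO / Technique: fluorescence intensity, excitation 480 nm, emission 540 nm / Reagent: fluorogenic phosphatase substrate OMFP at 25 µM final / Measure: percent inhibition scaled to no-enzyme and uninhibited-enzyme controls, plate-pattern corrected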
# Neddylation inh: blocks human cullin neddylation; TR-FRET cullin neddylation, biochemical; calls only at 25 µM; 360,000 tested, 0.58% active; in the data active = inhibition above about 36%
# SUMO1-SIM PPI: SUMO1-SIM interaction modulation | P63165 | SUMO1 binding to a labelled peptide, TR-FRET, 1 h | inhibition, % at 20 µM | 360,000 tested, 0.33% active; in the data active = inhibition above about 37%
# Target sequence (P63165 whole entry, looked up): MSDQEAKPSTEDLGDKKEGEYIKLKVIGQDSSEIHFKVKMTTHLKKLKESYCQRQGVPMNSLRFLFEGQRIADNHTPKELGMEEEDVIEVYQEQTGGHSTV
# NadD block: NadD (S. aureus) enzyme inhibition; purified NadD enzyme, colorimetric absorbance read-out; inhibition, % at 20 µM; 360,000 tested, 0.78% active; in the data active = inhibition above about 26%; also: some compounds past the cut are filed as inactive
# Scp1 inh: inhibitors of human Scp-1 phosphatase. Recombinant Scp1, phosphopeptide, malachite green phosphate absorbance. inhibition, % at 20 µM. 340,000 tested, 0.88% active;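 active = inhibition above about 50% at 20 µM, limit read from the data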;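 also: plate controls were DMSO wells with enzyme for no effect and wells lacking enzyme for full effect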
# Target sequence (Q9GZU7 76-261 limits assumed): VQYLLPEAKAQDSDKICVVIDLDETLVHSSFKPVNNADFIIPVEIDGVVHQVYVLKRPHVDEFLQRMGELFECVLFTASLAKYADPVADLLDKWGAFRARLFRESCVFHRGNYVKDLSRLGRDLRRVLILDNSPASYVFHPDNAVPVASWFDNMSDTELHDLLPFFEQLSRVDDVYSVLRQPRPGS
#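 assay system = SCP-1 phosphatase catalytic domain, residues 76-261 | buffer or medium = 50 mM Tris acetate pH 5.5, 0.005% Tween-20, 10 mM MgCl2 | incubation = enzyme reaction 45 min at room temperature, colour 5 min, stabilisation 30 min | signal = Phosphate-binding colour reagent, absorbance read at 630 nm | measure = % inhibition at 20 µM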
# TbMetRS inhib: blocks T. brucei methionyl-tRNA synthetase activity; purified T. brucei MetRS, ATP depletion, Kinase-Glo luminescence; inhibition, % at 11.9 µM; 360,000 tested, 0.4% active;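 active = inhibition above a per-plate cutoff of the control wells' mean inhibition plus 3 SD, cut at about 5.5% in these data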;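 also: 0% = DMSO wells median and 100% = median of wells with control inhibitor compound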
#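 technique = Kinase-Glo luminescence, ATP depletion format | system = purified MetRS (methionyl-tRNA synthetase) enzyme from Trypanosoma brucei | timing = 15 min preincubation, 2 h reaction, all 25 °C | evaluation = percent inhibition versus plate control medians | dosing = single dose, 11.9 µM final nominal, 0.9% final DMSO | also added = substrates ATP, L-methionine and bulk Escherichia coli tRNA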
# LMPTP block: blocks human LMPTP phosphatase; recombinant LMPTP-A, OMFP fluorogenic substrate, fluorescence intensity; inhibition, % at 20 µM; 360,000 tested, 0.22% active; AID 651560;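 active = compounds that cut the enzyme signal by at least half of the control window in the single-dose screen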;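 also: plate controls were DMSO wells with enzyme plus substrate for no effect and substrate without enzyme for full effect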
# Target sequence (P24666 whole entry, looked up): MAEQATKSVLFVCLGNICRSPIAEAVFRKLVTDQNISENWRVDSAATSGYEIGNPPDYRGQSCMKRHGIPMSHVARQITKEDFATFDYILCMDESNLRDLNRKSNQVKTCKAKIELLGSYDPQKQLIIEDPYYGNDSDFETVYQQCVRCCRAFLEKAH
#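 Test system: LMPTP-A phosphatase enzyme. Amount: LMPTP-A at 0.625 nM final in the reaction. Reagent: OMFP substrate, 400 µM final. Times: 50 min at room temperature. Signal: endpoint fluorescence intensity from OMFP dephosphorylation. Read-out basis: % inhibition. Benchmarks: no-enzyme and uninhibited controls.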
# DNMT1 inh: blocks human DNA methyltransferase DNMT1 | inhibition (reported as % activation of signal), % at 10 µM | P26358 | 360,000 tested, 0.83% active | AID 588458 | DNMT1 molecular beacon, Hinp1I cleavage, fluorescence; in the data active = inhibition above about 50%
# SKN-1 inh: inhibitors of C. elegans SKN-1; C. elegans VP596 Pgst-4::GFP/RFP ratio, acrylamide-induced, 24 h; inhibition, % at 21.8 µM; 360,000 tested, 0.49% active; AID 624304;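 active = interference check ratio from 0.5 to 1.5 plus GFP to RFP signal ratio inhibition reaching or exceeding a fixed threshold, cut at about 30% in these data, passing the limit was not always enough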; also: some compounds called inactive have numbers as strong as hits
# CendR NRP1 mod: modulators of CendR peptide binding to human neuropilin-1. O14786. FAM-RPARPAR peptide binding to NRP-1, fluorescence polarization. inhibition, % at 25 µM. 360,000 tested, 0.85% active. AID 602438;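 active = inhibition or corrected inhibition above about 18%, plus a signal ratio from 0.5 to 1.5, limit read from the data, passing the limit was not always enough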; also: strong numbers were not always called active
# Active calls of the source: *; i = inactive; · = no result given. This is a random part of the collection (roughly 4.6% active in at least one column).
nr	compound	STEP block	Neddylation inh	SUMO1-SIM PPI	NadD block	Scp1 inh
1	Cc1ccccc1OCc1nnc(SCC(=O)Nc2ccc3c(c2)OCO3)n1C	-2	i	3	6	-2
2	O=C1C(=O)N(C2CCCC2)C(=O)N1Cc1c(F)cccc1Cl	-2	i	-4	-5	-7
3	COc1ccc(N2C(=O)CC(N3CCC(O)(c4ccc(Br)cc4)CC3)C2=O)cc1 (stereo not drawn)	2	i	2	-2	-2
4	CC(=O)N1CCN(C(=O)c2cc(-c3ccc(Cl)s3)nc3ccccc23)CC1	1	·	-20	4	11
5	COc1cc(NC(=O)Cn2cnc(C(=O)Nc3ccc(C)c(C)c3)n2)cc(OC)c1OC	-3	·	-1	1	4
6	COc1cc(C2N(c3cc(C)on3)C(=O)C3CCCN32)cc(OC)c1OC (stereo not drawn)	-6	i	-2	-5	-2
7	Clc1ccc(C2=Nn3c(nnc3-c3cccnc3)SC2)s1	4	i	-9	-3	3
8	Cc1nc(SCC(=O)Nc2ccnc3ccccc23)n[nH]1	-4	i	-2	-1	-11

nr	TbMetRS inhib	LMPTP block	DNMT1 inh	SKN-1 inh	CendR NRP1 mod
1	-0.7	-1.6	-2	3	-1
2	-0.4	1.0	7	3	5
3	-0.8	0.1	4	-26	3
4	-0.5	1.0	1	22	-4
5	0.4	1.7	0	6	-18
6	-1.0	-0.5	3	-9	6
7	-1.2	-1.6	9	0	-6
8	0.5	-2.9	5	5	17

# Going on with the list.
nr	compound	STEP block	Neddylation inh	SUMO1-SIM PPI	NadD block	Scp1 inh
9	O=S(=O)(Cc1ccccc1Cl)NCc1ccccc1	-2	i	-3	-6	-5
10	Nc1ccccc1SC(CC(=O)c1ccccc1)c1ccccc1 (stereo not drawn)	2	i	10	1	·
11	O=C(CO/N=C1\CCCc2nonc21)Nc1ccccc1Cl	-1	i	-3	-4	-12
12	CCOC(Cn1c(SCC(=O)Nc2cc(C)on2)nc2ccccc2c1=O)OCC	-1	i	5	-3	-5
13	CCCn1nnnc1NCc1ccccc1OCC	0	i	1	-2	36
14	O=C(NCc1ccc(F)cc1)c1ccc(S(=O)(=O)N2CCCCC2)cc1	0	i	9	-2	-7
15	O=C(CN1C(=O)C2CC=CCC2C1=O)Nc1nc2ccccc2[nH]1 (stereo not drawn)	-4	i	1	2	-2
16	COc1ccc(N2C(=O)CC(NCc3cccc(F)c3)C2=O)cc1 (stereo not drawn)	13	i	2	-3	-5

nr	TbMetRS inhib	LMPTP block	DNMT1 inh	SKN-1 inh	CendR NRP1 mod
9	-0.8	-1.6	2	-2	11
10	-0.2	1.9	-3	8	4
11	0.2	-0.9	-19	-4	2
12	-0.7	0.7	-2	7	-2
13	-1.0	-2.5	2	6	0
14	0.0	-0.1	3	6	5
15	1.1	-1.7	10	-8	14
16	-0.1	-1.3	2	12	10

# (cont.)
nr	compound	STEP block	Neddylation inh	SUMO1-SIM PPI	NadD block	Scp1 inh
17	Cc1cc(C(=O)Nc2cccc(C)c2C)n(-c2ccccc2)n1	2	i	4	-6	-5
18	Cc1cc(NS(=O)(=O)c2ccc(NC(=O)CSc3nc4ncc(Cl)cc4[nH]3)cc2)nc(C)n1	-1	i	20	-4	-9
19	CCCN(CCC)S(=O)(=O)c1ccc(C(=O)O)cc1	-4	i	2	-8	-14
20	O=C(COC(=O)c1ccc(F)c(S(=O)(=O)N2CCOCC2)c1)NCCc1ccccc1	0	i	2	-2	-1
21	CCO[C@@H]1OC(C(=O)NCc2nc3ccccc3[nH]2)=C[C@H](C2CC2)[C@H]1CCCO	-1	i	4	-9	-6
22	COC(=O)C[C@@H]1CC[C@H](NC(=O)CC2CC2)[C@@H](CO)O1	·	i	-2	·	·
23	Cc1ccc(/C=N/Nc2nc(C)cc(C)n2)cc1	-1	i	-1	-5	11
24	O=C(COc1ccccc1Cl)Nc1cccc(S(=O)(=O)N2CCCC2)c1	0	i	2	-2	-10

nr	TbMetRS inhib	LMPTP block	DNMT1 inh	SKN-1 inh	CendR NRP1 mod
17	-0.9	-0.4	-2	3	-80
18	3.0	-1.4	1	-1	-1
19	-1.0	-1.2	-1	-18	-10
20	-0.5	0.7	8	3	5
21	5.3	-0.5	3	7	-14
22	-0.9	-1.8	·	10	3
23	-0.6	-0.5	-6	-5	-4
24	-0.1	1.0	-10	-12	-1

# The final 6 records of the part above open the next one.
nr	compound	STEP block	Neddylation inh	SUMO1-SIM PPI	NadD block	Scp1 inh
19	CCCN(CCC)S(=O)(=O)c1ccc(C(=O)O)cc1	-4	i	2	-8	-14
20	O=C(COC(=O)c1ccc(F)c(S(=O)(=O)N2CCOCC2)c1)NCCc1ccccc1	0	i	2	-2	-1
21	CCO[C@@H]1OC(C(=O)NCc2nc3ccccc3[nH]2)=C[C@H](C2CC2)[C@H]1CCCO	-1	i	4	-9	-6
22	COC(=O)C[C@@H]1CC[C@H](NC(=O)CC2CC2)[C@@H](CO)O1	·	i	-2	·	·
23	Cc1ccc(/C=N/Nc2nc(C)cc(C)n2)cc1	-1	i	-1	-5	11
24	O=C(COc1ccccc1Cl)Nc1cccc(S(=O)(=O)N2CCCC2)c1	0	i	2	-2	-10
25	CCS(=O)(=O)N1CCCC(C(=O)NC2CCCCC2)C1 (stereo not drawn)	2	i	0	-4	-10
26	Cc1c(NC2=CC(=O)CC(C)(C)C2)ccc([N+](=O)[O-])c1C	0	i	-7	-3	-3
27	Cc1ccc(Nc2nc(Cl)c(C=O)s2)cc1Cl	-2	i	-3	-8	-11
28	Cc1cc(C(=O)O)ccc1-c1ccc(CO)o1	0	·	-1	0	11
29	Cc1cccc(C)c1OCc1cc(C(=O)N2CCN3CCCC3C2)no1 (stereo not drawn)	6	i	1	-1	-8
30	O=C(O)c1cncc(C#CCC2CCCCC2)c1	-3	i	1	-4	-4
31	Cc1nc2ccc(NC(=O)c3sccc3C)cc2s1	-4	i	-3	8	-18
32	CCn1c(-c2csc3c2CCCC3)n[nH]c1=S	1	i	2	9	-4

nr	TbMetRS inhib	LMPTP block	DNMT1 inh	SKN-1 inh	CendR NRP1 mod
19	-1.0	-1.2	-1	-18	-10
20	-0.5	0.7	8	3	5
21	5.3	-0.5	3	7	-14
22	-0.9	-1.8	·	10	3
23	-0.6	-0.5	-6	-5	-4
24	-0.1	1.0	-10	-12	-1
25	-0.6	1.7	1	7	-4
26	-0.8	-1.3	1	-4	11
27	-0.1	2.8	-4	11	-86
28	-0.9	0.4	6	-19	-3
29	-0.1	0.0	1	3	4
30	0.0	-2.1	1	0	9
31	-0.2	-3.2	2	25	11
32	0.3	-2.0	3	-3	1

# (cont.)
nr	compound	STEP block	Neddylation inh	SUMO1-SIM PPI	NadD block	Scp1 inh
33	O=S(=O)(NCc1ccccc1)c1ccc(S(=O)(=O)N(Cc2ccccn2)Cc2ccco2)cc1	0	i	-1	3	1
34	COCCN(C(=O)CCc1nnc(Cc2c[nH]c3ccccc23)o1)C(C)C	-2	i	0	-2	-2
35	O=C(c1ccncc1)N1CCN(C(=O)c2ccncc2)CC1	2	i	-4	-1	-2
36	Cn1cccc1C(=O)OCC(=O)Nc1ccc2c(c1)OCO2	-2	i	0	0	-9
37	COCc1cc(=O)n2[nH]c(C(C)(C)C)cc2n1	-2	i	2	-9	-13
38	Cc1ccc(NCc2ccncc2)c(Br)c1	1	i	-1	2	-3
39	COC(=O)NCC1(C)CC(NC(=O)OC)CC(C)(C)C1 (stereo not drawn)	1	i	3	-3	-2
40	COc1cc(OC)c2c(c1)C(=O)OC2OC (stereo not drawn)	2	i	0	-5	5

nr	TbMetRS inhib	LMPTP block	DNMT1 inh	SKN-1 inh	CendR NRP1 mod
33	-1.7	-2.0	3	-5	38*
34	0.1	-0.9	0	3	0
35	0.1	-1.8	0	-16	-7
36	0.3	-0.6	2	-11	6
37	-0.7	-0.6	0	1	-6
38	0.1	0.0	1	5	-4
39	-0.2	-0.7	1	-7	12
40	1.0	-2.4	-2	4	-1

# Entries of single compounds as entered above. Values in the order: STEP block, Neddylation inh, SUMO1-SIM PPI, NadD block, Scp1 inh, TbMetRS inhib, LMPTP block, DNMT1 inh, SKN-1 inh, CendR NRP1 mod
# `O=C(c1ccncc1)N1CCN(C(=O)c2ccncc2)CC1` is entered as 2, i, -4, -1, -2, 0.1, -1.8, 0, -16, -7
# `COCc1cc(=O)n2[nH]c(C(C)(C)C)cc2n1` is entered as -2, i, 2, -9, -13, -0.7, -0.6, 0, 1, -6
# `Cn1cccc1C(=O)OCC(=O)Nc1ccc2c(c1)OCO2` is entered as -2, i, 0, 0, -9, 0.3, -0.6, 2, -11, 6
# `COc1cc(OC)c2c(c1)C(=O)OC2OC` (stereo not drawn) is entered as 2, i, 0, -5, 5, 1.0, -2.4, -2, 4, -1
# `Cc1ccc(NCc2ccncc2)c(Br)c1` is entered as 1, i, -1, 2, -3, 0.1, 0.0, 1, 5, -4

# Next compounds:
nr	compound	STEP block	Neddylation inh	SUMO1-SIM PPI	NadD block	Scp1 inh
41	CC(c1ccco1)N(C(=O)c1ccccc1NS(=O)(=O)c1ccc(Cl)cc1)c1ccccn1 (stereo not drawn)	-2	i	-1	3	-5
42	C=CCOc1c(Br)cc(C2NC(=O)NC(C)=C2C(C)=O)cc1OCC (stereo not drawn)	0	i	-7	4	-6
43	C=CCOC(=O)C1=C[C@@H](c2coc3ccccc3c2=O)C[C@@H](OCc2ccc(CO)cc2)O1	0	i	2	-4	1
44	CC(C)CN(C(=O)c1ccco1)C1CCS(=O)(=O)C1 (stereo not drawn)	0	i	0	-3	-4
45	O=C(Nc1ccc(Cl)cc1Cl)c1csc(-c2cccnc2)n1	0	i	21	0	-7
46	Cc1ccc(S(=O)(=O)NCCC(=O)NC(C)CCc2ccccc2)cc1 (stereo not drawn)	0	i	7	0	-9
47	O=C(NNC(=O)C1CC1)c1cc(Br)c(Br)s1	7	i	-1	2	-8
48	CC(C)(C)c1ccc(C(=O)NC2CCN(Cc3ccccc3)CC2)cc1	0	i	1	-8	0
49	CCOC(=O)CSc1ncc(-c2cccc(Cl)c2)cn1	1	i	3	-10	-6

nr	TbMetRS inhib	LMPTP block	DNMT1 inh	SKN-1 inh	CendR NRP1 mod
41	-0.6	-0.4	-3	-8	10
42	7.0*	-0.1	-5	-4	-23
43	-0.1	0.3	-4	-4	-16
44	-0.5	-0.3	2	12	-13
45	-0.1	-0.9	8	1	-8
46	-0.1	-0.6	1	0	5
47	0.1	-0.5	1	5	-5
48	-2.1	-2.0	4	0	19
49	-0.8	0.1	-2	13	1

# Screening data as filed in PubChem BioAssay.
